Compound activity: PubChem BioAssay, The Scripps Research Institute Molecular Screening Center
TAAR1 antagonist = human TAAR1 antagonists, primary screen, Fluo-8 calcium fluorescence, CHO RD-HGA16 cells | antagonist | inhibition, % at 3 µM | hit rate 1.5% among 360,000 | AID 624466, 2012;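 active means inhibition above a per-plate cutoff, the mean inhibition of test compounds on that plate plus 3 SD, cut at about 49% in these data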;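 further: 0% = DMSO plus EC80 beta-PEA response and 100% = DMSO alone without agonist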
Target sequence (Q96RJ0 whole entry, looked up): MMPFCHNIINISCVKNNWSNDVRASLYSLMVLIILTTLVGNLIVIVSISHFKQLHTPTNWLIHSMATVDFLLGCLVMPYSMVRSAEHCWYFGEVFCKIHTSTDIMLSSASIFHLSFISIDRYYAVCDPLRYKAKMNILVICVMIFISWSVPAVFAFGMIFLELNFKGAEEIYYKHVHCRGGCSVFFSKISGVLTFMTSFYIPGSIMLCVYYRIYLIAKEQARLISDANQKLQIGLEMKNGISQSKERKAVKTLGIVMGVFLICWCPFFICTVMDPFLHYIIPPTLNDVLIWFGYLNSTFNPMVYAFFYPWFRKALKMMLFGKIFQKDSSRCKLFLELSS
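test system = CHO RD-HGA16 cells bearing hTAAR1 | replication = singlicate | controls = DMSO-only wells and EC80 β-PEA-stimulated wells | reagent = EC80 β-phenethylamine stimulus | read-out basis = percent inhibition of PEA-evoked calcium signal, max/basal emission ratio | schedule = seeding 17-24 h prior, 75-min 37 °C, 30-min RT dye loading | signal = kinetic Fluo-8 calcium fluorescence measurement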
CHO-K1 Ca PAM = nonselective calcium activators in parental CHO-K1 cells, primary screen, counter-screen for M1 PAM project, cell-based, Fluo-8 calcium fluorescence, full deck, 1536-well; AID 602247, 2012; hit rate 0.02% among 360,000; ATP EC20; 0% at ATP EC20, 100% at ATP max; activation, % at 3 µM;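 active means activation above the run cutoff, the mean activation of all test compounds plus 3 SD, cut at about 40% in these data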;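 further: peak over basal fluorescence ratio in a 140 s read after ATP addition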
OXTR agonist = human OXTR agonists, primary screen, fluorescence, CHO-OTR cells, Fluo-8 calcium; Fluo-8 calcium fluorescence; normalized: DMSO 0%, oxytocin 100%; activation, % at 3 µM; hit rate 0.32% among 320,000; AID 2435, 2010;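 active means activation above the mean of all tested compounds plus 3 SD, cutoff set per screening run, cut at about 20% in these data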;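 further: peak over basal fluorescence ratio from a 100 s FLIPR kinetic read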
V1R ag counter = agonists of human V1a receptor, primary screen, counter-screen for OXTR agonist project, fluorescence, CHO-V1R cells; Vasopressin V1a receptor (Homo sapiens), P37288; Fluo-8 calcium fluorescence, agonist mode; 0% DMSO, 100% 3 nM vasopressin; activation, % at 3 µM; hit rate 0.25% among 320,000; AID 2797, 2010;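 active means activation above the mean activation of all tested compounds plus 3 SD, per screening run, cut at about 20% in these data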;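 further: signal is peak over basal fluorescence ratio across a 100 second FLIPR read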
Target sequence (P37288 whole entry, looked up): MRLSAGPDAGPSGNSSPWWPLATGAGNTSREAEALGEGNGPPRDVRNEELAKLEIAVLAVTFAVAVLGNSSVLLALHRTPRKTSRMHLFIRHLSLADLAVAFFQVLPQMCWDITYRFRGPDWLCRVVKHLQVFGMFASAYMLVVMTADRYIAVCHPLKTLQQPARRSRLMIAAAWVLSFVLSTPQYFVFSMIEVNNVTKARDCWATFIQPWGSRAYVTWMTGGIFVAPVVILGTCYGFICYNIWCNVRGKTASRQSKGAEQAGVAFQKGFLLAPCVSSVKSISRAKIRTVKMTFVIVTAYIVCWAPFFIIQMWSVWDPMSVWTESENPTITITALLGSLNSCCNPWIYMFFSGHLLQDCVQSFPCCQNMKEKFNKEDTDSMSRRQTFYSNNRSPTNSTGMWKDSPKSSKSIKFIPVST
CHO-K1 Ca antag = counter-screen for M1 antagonists: effect in parental CHO-K1 cells; ATP-induced calcium, Fluo-8 fluorescence; inhibition, % at 3 µM; hit rate 0.6% among 360,000;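 active means inhibition above a per-plate cutoff, the plate's mean sample inhibition plus 3 SD, cut at about 24% in these data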;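 further: 0% = DMSO plus EC80 ATP and 100% = DMSO alone without ATP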
OXTR potentiate = human OXTR potentiators, primary screen, fluorescence, CHO-OTR cells, Fluo-8 calcium | Oxytocin receptor (Homo sapiens), P30559 | Fluo-8 calcium fluorescence, potentiator mode; 0% = oxytocin EC15, 100% = EC100 | activation, % at 3 µM | hit rate 0.061% among 320,000 | AID 2445, 2010;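 active means activation above that plate's cutoff, the mean activation of tested compounds plus 3 SD, cut at about 6.6% in these data, passing the limit was not always enough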;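 further: 100% uses oxytocin at 75 nM as the full agonist control; some results filed as inactive read as strong as hits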
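System: human OTR in CHO cells / Also added: sub-maximal oxytocin, roughly EC15 / Control set: EC15 oxytocin low, 75 nM oxytocin high / Schedule: 6 min compound pre-incubation at room temperature, 100 s kinetic read / Compound: single-point 3.0 µM / Replication: singlicate / Technique: Fluo-8 calcium dye fluorescence / Read-out basis: % activation of max/min ratio relative to oxytocin controls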
CHO parental Ca = ATP-evoked calcium signal inhibitors, parental CHO, primary screen, counter-screen for OX1R antagonist project, cell-based, fluorescence, Fluo-8 calcium dye; hit rate 0.63% among 330,000; inhibition, % at 5.6 µM; parental CHO-K1, ATP-induced calcium, Fluo-8 fluorescence;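 active means inhibition above that plate's mean sample inhibition plus 3 SD, cut at about 26% in these data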;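 further: 0% = ATP-challenged DMSO wells and 100% = DMSO wells without ATP; some compounds past the cut are filed as inactive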
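material = parental CHO cells | also added = ATP as calcium-mobilizing challenge | dosing = single point at 5.6 µM | detection = intracellular calcium via Fluo-8 no-wash fluorescent dye | read-out = % inhibition | benchmarks = low control ATP plus DMSO, high control DMSO only | repeats = one well per compound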
GPR7 antag = GPR7 receptor antagonists, primary screen, cell-based, fluorescence, single concentration; Neuropeptides B/W receptor type 1 (Homo sapiens), P48145; GPR7-expressing cells, fluorescence antagonist assay; inhibition, % at 4.4 µM; hit rate 1.1% among 290,000; in the data active means inhibition above about 16%, passing the limit was not always enough;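 further: cells stimulated with the agonist NPW; 0% = agonist with vehicle and 100% = vehicle without agonist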
Target sequence (P48145 whole entry, looked up): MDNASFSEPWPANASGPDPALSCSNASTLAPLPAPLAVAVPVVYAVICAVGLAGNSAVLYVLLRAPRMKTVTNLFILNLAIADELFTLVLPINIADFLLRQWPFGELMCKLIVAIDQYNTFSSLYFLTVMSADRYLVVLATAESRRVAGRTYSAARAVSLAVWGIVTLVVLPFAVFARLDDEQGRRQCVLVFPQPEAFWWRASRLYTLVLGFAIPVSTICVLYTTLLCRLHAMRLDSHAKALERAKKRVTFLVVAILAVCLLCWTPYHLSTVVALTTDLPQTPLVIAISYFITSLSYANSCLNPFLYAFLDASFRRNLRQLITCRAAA
CHO-K1 Ca ag = counter-screen for M1 agonists: effect in parental CHO-K1 cells | Fluo-8 calcium fluorescence; scaled to maximal ATP response, vehicle zero | activation, % at 3 µM | hit rate 0.48% among 360,000 | AID 602248, 2012; in the data active means activation above about 15%;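 further: untransfected CHO-K1 host cells lacking M1 receptor as counterscreen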
* marks the source's active call; other numbers are inactive results; · = no result given. The order is random. Share with any hit: about 3.5%.

Each structure is followed by: V1R ag counter	CHO-K1 Ca antag	CHO-K1 Ca ag	GPR7 antag	CHO parental Ca	TAAR1 antagonist	OXTR potentiate	OXTR agonist	CHO-K1 Ca PAM
O=C(Nc1nccs1)c1ccc(COc2ccc(F)cc2)o1
→ 2.5	-12.6	5.2	-1.6	9.9	37.7	-10.0	3.1	8.3
CCC(C(=O)N/N=C(\C)c1cccnc1)c1ccccc1 (stereo unspecified)
→ 1.1	-2.7	1.3	-24.9	-8.7	-5.8	-15.7	-0.2	0.9
O=C(NC1CCCCC1)N1CCSC1=Nc1ccccc1
→ 0.6	-14.3	0.4	-19.1	-4.1	0.1	-12.4	-1.9	20.8
COc1ccc(CCNc2ncnc3[nH]ncc23)cc1OC
→ 7.6	-7.3	4.2	-6.1	13.8	6.6	-22.6	4.2	19.5
CCc1ccc2[nH]c(=O)c(CN(Cc3ccco3)S(=O)(=O)c3ccc4c(c3)OCCO4)cc2c1
→ 0.2	-10.7	-0.1	-11.0	-8.5	12.5	-1.7	-0.2	4.7
O=C(CSc1c2c(nc3ccccc13)CCC2)N1CCCC1
→ 0.9	-5.0	1.1	1.8	-12.8	2.2	-4.1	0.0	23.3
COc1cccc(Oc2c(C)oc3c(CN4CCOCC4)c(O)ccc3c2=O)c1
→ ·	-8.3	-0.2	·	·	-9.5	·	·	10.6
CCOc1ccc(C)cc1S(=O)(=O)n1ccnc1
→ 0.0	-12.6	0.9	-5.5	-8.7	-16.8	-4.7	0.4	14.4
Cn1c(=O)n(CC(=O)NCc2cccnc2)c2ccccc21
→ 0.3	-9.5	0.4	-1.3	-8.7	9.7	-14.8	0.3	19.9
CCOC(=O)c1ccc(-n2ccnc2)c(NC(=O)c2ccc(Cl)cc2)c1
→ -1.5	-11.3	2.2	-6.2	-18.8	-5.4	-0.4	-1.5	15.6
Cc1cc(NC(=O)CSC2=NS(=O)(=O)c3ccccc3N2)no1
→ -0.2	-10.8	0.9	·	2.3	-5.5	5.7	0.9	-17.6
CN(C(=O)Cn1c(=O)oc2ccccc21)C1CCCCC1
→ 0.1	-10.1	0.0	·	-6.9	6.5	0.8	1.3	1.7
Nc1nnc(-c2ccc(Cl)c(Cl)c2)s1
→ -0.1	-11.3	0.6	7.4	-8.8	0.3	-5.2	0.2	15.3
COc1ccccc1-n1c(C)nc2cc(C(=O)O)ccc21
→ -0.2	-5.5	0.3	8.0	-14.2	9.2	-0.4	0.1	3.3
COC(=O)NCC(c1ccc2c(c1)OCO2)N1CCN(c2ccc(OC)cc2)CC1 (stereo unspecified)
→ -0.6	-14.4	1.2	-2.2	-9.0	-14.3	-17.1	-1.1	9.3
CNc1ccccc1C(=O)OC(C)C(=O)Nc1ccc(Cl)cn1 (stereo unspecified)
→ -0.2	7.5	-0.9	2.4	-5.6	-24.4	-8.8	-0.6	-21.2
C=CCNC(=O)N[C@@H](Cc1ccccc1)C(=O)OC
→ 0.2	2.5	0.0	-10.0	-7.6	-13.9	-4.9	-0.2	8.2
CC(=O)SCC[N+](C)(C)C
→ 1.7	5.2	-0.1	·	-0.2	-14.2	-3.2	1.1	9.1
COc1ccc(NC(=O)c2cc(-c3ccc(C)cc3)on2)cc1OC
→ 1.7	-5.0	1.3	-11.1	-16.2	-2.2	3.4	0.4	16.7
CC(=O)Nc1c2c3c(cccc3n(C)c1=O)C(=O)c1ccccc1-2
→ -0.1	1.2	0.5	-1.1	-4.2	-17.6	-2.6	0.6	17.2
CCCCOc1ccc(C(=O)NCC(=O)N2CCN(C/C=C/c3ccccc3)CC2)cc1
→ ·	6.1	2.9	·	·	2.1	·	·	-13.5
COc1ccc(NC(=O)CN2CCc3ccccc3C2)c(OC)c1
→ 0.7	-6.9	0.0	9.3	-24.8	-3.6	-0.7	0.3	29.0
CCOC(=O)Nc1nc(-c2ccc(F)cc2F)cs1
→ 1.0	20.4	0.5	-9.7	-27.5	-19.0	-1.6	-2.3	-13.4
CCOC(=O)C1(Cc2cccc(OC)c2)CCCN(Cc2cc(C(C)C)n[nH]2)C1 (stereo unspecified)
→ 1.8	6.5	0.3	2.3	-21.6	-1.7	-1.1	0.5	4.7
CS(=O)(=O)N1CCC2CC1c1cc(-c3ccccc3)ccc12 (stereo unspecified)
→ ·	-1.7	0.6	·	·	-21.0	·	·	-14.8
CN(Cc1ccccc1)C(=O)c1cccc(NC(=O)Cc2ccc(NC(=O)C3CCN(C(=O)C4CCCC4)CC3)cc2)c1
→ ·	-0.1	0.9	·	·	37.8	·	·	11.5
Cc1n[nH]c(C)c1C(=O)CC1(O)C(=O)N(CCc2ccccc2)c2ccc(Br)cc21 (stereo unspecified)
→ 2.5	-8.4	2.5	-1.4	-9.5	13.8	-8.0	4.0	23.7
COc1ccc(NCc2nn(CC(=O)c3ccc(Br)cc3)c3[n+]2CCCCC3)cc1
→ -0.2	-8.4	0.2	6.8	-11.7	-18.4	7.0	0.7	-13.6
COCC(C)OC(=O)/C(C#N)=C\c1coc2ccc(C)cc2c1=O (stereo unspecified)
→ 0.6	10.4	8.9	-1.7	1.3	10.5	-4.1	1.9	12.1
NC(=O)C1CCN(C(=O)C(=O)c2cn(CC(=O)N3CCCCCC3)c3ccccc23)CC1
→ 1.6	-3.8	2.1	-5.6	-12.3	7.2	2.2	0.9	19.1
COC(=O)c1ccc(NC(=O)c2snnc2-c2ccccc2)cc1
→ 1.0	-17.8	2.6	0.8	-12.8	-0.6	-14.9	0.1	1.1
CCOc1ccc(Nc2cc(C)nc(-n3nc(C)cc3C)n2)cc1
→ 0.8	5.6	1.6	14.8	-16.6	10.0	-13.7	-0.3	2.2
CC1(c2nnc(-c3ccncc3)o2)CC(c2ccccc2)=NO1 (stereo unspecified)
→ 0.5	-15.1	0.4	·	-3.5	3.2	-7.1	1.7	11.6
COc1cc(OC)cc(C(=O)OCCCOC(=O)c2cc(OC)cc(OC)c2)c1
→ 0.6	-8.2	0.3	-10.2	-22.7	10.9	-8.5	1.9	17.1
CCOC(=O)c1[nH]c2c(c1C)C(=O)CC(c1ccc(F)cc1)C2 (stereo unspecified)
→ 5.2	34.3*	1.2	11.3	1.3	22.1	-8.1	8.1	-12.5
Cc1nn(Cc2ccc([N+](=O)[O-])cc2)c(=O)n1-c1ccccc1
→ 0.1	1.1	0.3	1.1	-14.7	4.0	-13.3	0.1	8.0
O=C(Cc1ccc(S(=O)(=O)N2CCOCC2)s1)Nc1ccc(Br)c(C(F)(F)F)c1
→ ·	13.3	9.4	·	·	30.2	·	·	-6.1
CCc1nn(CCCC(=O)Nc2ccc(C)cc2C)c(=O)c2cc3occc3n12
→ -2.0	-21.8	1.2	-16.8	-35.5	-15.8	-10.7	-2.9	3.4
COc1cccc(C(=O)NNC(=O)c2cccc3ccccc23)c1
→ ·	-7.7	0.3	·	·	3.5	·	·	9.1
O=C(c1ccc(F)cc1)N1CCN(C2CCCCC2)CC1
→ ·	-3.1	-0.1	-2.8	·	-12.9	·	·	-7.8
COc1ccc(NC(=O)CSc2nccc(C)n2)cc1
→ 0.8	-7.1	1.4	-6.5	-12.1	-5.5	-6.8	0.3	15.6
CCCc1nn(C)c(C(=O)Nc2cccc(Cl)c2)c1Cl
→ 0.8	1.4	-0.1	3.6	-23.3	26.3	-7.5	-1.8	9.7
O=C(NCCCN1CCCC1=O)c1c(O)nc2ccccn2c1=O
→ 0.1	-5.6	0.3	-19.7	-2.0	-7.4	-5.2	0.2	9.3
CCn1c(CSc2nc3ccccc3s2)nnc1SCC(=O)NCC(=O)OC
→ 0.6	-2.7	0.2	-1.8	7.0	7.1	-4.5	-1.3	5.1
COc1ccc(N2C(=O)CC(S/C(N)=N/N=C/c3ccnc4ccccc34)C2=O)cc1 (stereo unspecified)
→ 0.3	·	·	-3.7	-9.9	·	-7.1	-1.9	·
Cc1c(C(=O)NCc2ccc(F)cc2)sc(=O)n1Cc1ccccc1F
→ ·	-3.3	3.2	·	·	14.4	·	·	14.9
O=S(=O)(c1ccc(-c2csc(-c3cccnc3)n2)cc1)N1CCCCC1
→ 2.0	0.8	1.8	2.0	-11.1	22.7	-3.6	-1.1	-2.9
N=c1c2cn[nH]c2nc(SCC(=O)c2ccc(Br)cc2)n1-c1ccc(Br)cc1
→ -0.7	-0.6	0.2	-16.7	0.4	-25.1	-5.9	-0.3	2.4
O=c1c(Cl)c(NCc2ccc(F)cc2Cl)cnn1C12CC3CC(CC(C3)C1)C2
→ -0.5	-13.9	1.5	-0.9	-5.6	8.1	-9.1	-1.0	30.3
O=C1C(Cc2ccccc2O)NC(=S)N1c1ccccc1 (stereo unspecified)
→ 0.8	-9.7	0.0	-13.5	3.5	-22.0	-7.3	-0.3	11.2
O=C1c2ccccc2S(=O)(=O)c2cc(C(=O)N3CCN(c4c(Cl)cncc4Cl)CC3)ccc21
→ 0.4	-24.2	0.2	·	-15.1	34.8	-9.6	-1.5	26.8
CC(=O)Nc1ccc(-c2csc(Nc3cccc(C)n3)n2)cc1
→ ·	-10.4	0.6	-4.8	·	-18.3	·	·	-21.4
CCCN1Cc2cccc(C(=O)NCc3ccccc3OC)c2C1=O
→ 0.0	3.5	2.7	2.0	-28.3	-0.6	-2.1	-2.9	7.5

One compound at a time (already shown). Order of values: V1R ag counter	CHO-K1 Ca antag	CHO-K1 Ca ag	GPR7 antag	CHO parental Ca	TAAR1 antagonist	OXTR potentiate	OXTR agonist	CHO-K1 Ca PAM
Entry for `O=S(=O)(c1ccc(-c2csc(-c3cccnc3)n2)cc1)N1CCCCC1` → 2.0	0.8	1.8	2.0	-11.1	22.7	-3.6	-1.1	-2.9
Entry for `O=C(NCCCN1CCCC1=O)c1c(O)nc2ccccn2c1=O` → 0.1	-5.6	0.3	-19.7	-2.0	-7.4	-5.2	0.2	9.3
Entry for `COc1ccc(N2C(=O)CC(S/C(N)=N/N=C/c3ccnc4ccccc34)C2=O)cc1` (stereo unspecified) → 0.3	·	·	-3.7	-9.9	·	-7.1	-1.9	·
